Screens as filed in PubChem BioAssay.
RMI-FANCM inh = disruptors of RMI1/RMI2 association with MM2 peptide – biochemical, fluorescence polarization, human, primary screen; RMI core complex (RMI1/RMI2) binding to FANCM MM2 peptide, human; RMI core complex with F-MM2 peptide; hits give low values; FP signal (polarization) at 33 µM; 70,000 compounds, 0.58% hits; AID 1159607, 2016; in the data active = FP signal below about 40; also: inactives centre near 61; strong numbers were not always called active; unit not given here
* hit, by the source's call.

compound	RMI-FANCM inh
CNc1nc(Nc2ccc(C)c(Cl)c2)nc(N)c1[N+](=O)[O-]	61
COc1cc(OC)cc(-c2nc(N)c3c(C)c(-c4ccc(OC)c(OC)c4)sc3n2)c1	71
O=C(Nc1cccc([N+](=O)[O-])c1)c1ccc2nccnc2c1	54
OCCCc1[nH]nc(-c2ccc(Cl)cc2)c1Br	55
CC(C)C(=O)Nc1ccc2c(c1)C(=O)NCCO2	65
COc1cccc(S(=O)(=O)Nc2ccc(F)c(Cl)c2)c1	57
O=C(NNC(=S)NC12CC3CC(CC(C3)C1)C2)c1ccc([N+](=O)[O-])o1	56
O=C(Nc1nc(-c2nc3ccccc3s2)cs1)c1ccccc1[N+](=O)[O-]	55
COc1cccc(CNC(=O)CN2CCN(Cc3ccc(F)cc3Cl)S2(=O)=O)c1	68
OC(c1nc2ccccc2[nH]1)C(O)c1nc2ccccc2[nH]1 (centres undefined)	54
O=[N+]([O-])c1cc(Cl)cc([N+](=O)[O-])c1Nc1ccccc1	60
O=C(CSc1ncc(-c2ccccc2)[nH]1)Nc1cc(C(F)(F)F)ccc1Cl	58
C=CCN=C1NC(=O)C(CC(=O)Nc2ccc(Br)cc2)S1 (centres undefined)	64
O=C(NC1CC1)c1csc(Nc2ccccc2)n1	63
Cc1ccc(-c2csc(-n3nc(C)cc3NC(=O)c3ccccc3F)n2)cc1	67
CNc1ccc2ccccc2c1SC	55
Cc1onc(-c2ccccc2Cl)c1C(=O)Nc1ccc(-n2nncc2-c2ccc(Br)cc2)cc1	64
O=C(NCc1ccccn1)c1ccc(=O)n(Cc2cccc(F)c2)n1	61
N#Cc1ccc(N2CCOCC2)nc1	40
CCCCOC(=O)c1ccc(OS(=O)(=O)c2ccc(Cl)cc2)cc1	61
O=C(CSc1nnc(-c2cccnc2)o1)c1ccc(Cl)cc1	62
COc1ccc(CC(=O)Nc2sc(C)c(C)c2C(N)=O)cc1	65
Cc1cc(C(=O)Nc2ccc(-c3nc4ccccc4s3)c(O)c2)no1	56
O=C(Oc1coc(CSc2ncccn2)cc1=O)c1ccccc1Cl	51
COc1ccc(S(=O)(=O)Nc2ccc3c(c2)N(C(C)=O)CC3)cc1OC	69
Cc1nn2c(SCC(N)=O)cc(C(C)(C)C)nc2c1-c1ccc(Cl)cc1	63
O=c1ccc(-c2ccco2)nn1CCCNS(=O)(=O)c1ccc2c(c1)CCCC2	66
CC1CN(C(=N)c2ccc(Cl)cc2)CC(C)O1 (centres undefined)	56
O=C(NNC(=S)Nc1cccc(C(F)(F)F)c1)c1sc2ccccc2c1Cl	51
Cc1cc(O)c(Cc2c(O)cc(C)n(Cc3ccccn3)c2=O)c(=O)n1Cc1ccccn1	54
CCOc1cc(S(=O)(=O)NCc2ccccc2)ccc1F	56
CCC(=O)O[C@H]1[C@H](O[C@@H]2[C@@H](C)[C@H](O[C@H]3C[C@@](C)(OC)[C@@H](O)[C@H](C)O3)[C@@H](C)C(=O)O[C@H](CC)[C@@](C)(O)[C@H](O)[C@@H](C)C(=O)[C@H](C)C[C@@]2(C)O)O[C@H](C)C[C@@H]1N(C)C	62
N#C/C(=C\Nc1ccc(Cl)cn1)S(=O)(=O)c1ccc(Cl)cc1	58
O=[N+]([O-])c1cccc(-c2ccc(/C=N\NC(=S)NCc3ccco3)o2)c1	55
COC(=O)NC(C)(C)C(C)(C)C(=O)O	48
CCc1cccc(NC(=O)Cn2nc(-c3cccs3)c3sc(N4CCOCC4)nc3c2=O)c1	67
Cc1ccc(SC(=O)c2csnn2)cc1	60
O=C(CSc1nccn1Cc1ccc(Cl)cc1)Nc1ccc2c(c1)OCCO2	59
N/C(=N/N=C\c1cccs1)SCc1ccccc1	50
COc1ccc(NC(=S)N2CCN(c3ccccn3)CC2)cc1	60
COc1cc(C)c(Cl)cc1S(=O)(=O)NCCC1=CCCCC1	60
COc1ccc2cc(-c3csc(NC(=O)c4cccc(N5C(=O)CCC5=O)c4)n3)oc2c1	66
Cc1nc2cc(NS(=O)(=O)c3ccc(Oc4ccccc4Cl)cc3)ccc2s1	49
Cc1nc(-n2nc(-c3cccs3)cc2NC(=O)c2ccc([N+](=O)[O-])o2)[nH]c(=O)c1C	65
COc1c2c(cc3cc[n+](C)cc13)OCO2	60
Cc1ccccc1-c1ccc(N2CCN(C(=O)c3ccccc3F)CC2)nn1	72
CC(C)(C)CC(=O)NCCn1ncc2c(=O)n(Cc3cccc(F)c3)cnc21	65
CN(C)c1ccc(CCNC(=O)C(=O)NCc2ccc3c(c2)OCO3)cc1	103
O=C1SC(Nc2cccc3ccccc23)C(=O)N1c1ccc(F)cc1 (centres undefined)	59
O=C(NCC(c1ccsc1)N1CCOCC1)C1CC1 (centres undefined)	56
O=C(Nc1ccc2c(c1)CCC(=O)N2Cc1ccccc1)c1ccc(F)cc1Cl	65
Cc1cc(NC(=O)/C=C/c2ccccc2Cl)n(C(C)C)n1	70
CCCS(=O)(=O)N1CCc2ccc(NC(=O)c3cccs3)cc2C1	66
CCOC(=O)c1cnc(O/N=C(/N)c2ccc(C(F)(F)F)cc2)nc1C(F)(F)F	61
CC(C)c1nn(CC(=O)N2CCC(Cc3ccccc3)CC2)c(=O)c2c1cnn2C(C)(C)C	67
O=C(OCCSCCS(=O)(=O)c1ccc(Cl)cc1)c1cc(Cl)cc(Cl)c1	61

Next part.
compound	RMI-FANCM inh
O=C(CCN1C(=O)c2ccccc2S1(=O)=O)N(Cc1ccccc1)c1ccccn1	52
CCOc1cccc2sc(NC(C)=O)nc12	59
N#C/C(=C/c1ccc([N+](=O)[O-])cc1)C(N)=O	60
COCc1cc(=O)n(-c2ccccc2)[nH]1	55
O=C(CSc1nccn(-c2ccc3c(c2)OCCO3)c1=O)NC1CCCCC1	56
Nc1c(C(=O)Nc2nccs2)sc2nc3c(cc12)CCCCC3	50
FC(F)(F)c1cc(N2CCOCC2)c2cccc(Cl)c2n1	47
NNC(=S)c1cc(Cl)cc(Cl)c1	49
CCOC(=O)c1c(-c2cccs2)csc1NC(=O)c1ccc2c(c1)OCCO2	84
COc1ccc(S(=O)(=O)Nc2cccc(C(=O)Nc3nc(-c4ccccc4)cs3)c2)cc1	68
CCSc1ccc(NC(=O)c2ccccc2F)nn1	62
COc1ccc(N2CC(NC(=O)Nc3cccc(Cl)c3)CC2=O)cc1OC (centres undefined)	54
O=S(=O)(c1ccccc1Cl)N1CCN(c2ccc3nnc(-c4ccco4)n3n2)CC1	103
Cn1cccc1-c1n[nH]c(=S)n1-c1ccc(Cl)cc1Cl	61
CCOC(=O)C1CCN(c2ccc(S(=O)(=O)Cc3ccc(Cl)cc3)nn2)CC1	78
Cc1ccc(NC(=O)NCCn2nc(-c3cccs3)ccc2=O)c(C)c1	65
Cn1cccc1C(CNC(=O)C(=O)Nc1ccc(OC(F)(F)F)cc1)N1CCCC1 (centres undefined)	70
Cc1ccc(S(=O)(=O)NCC(c2cccn2C)N2CCc3ccccc3C2)c(C)c1 (centres undefined)	65
COc1ccc(-c2cc(=O)n(CC(=O)N3CCN(c4ccccc4OC)CC3)cn2)cc1	65
O=C(CSc1ccc2nnc(-c3cccs3)n2n1)NC1CCCC1	56
O=C(Cn1c(=O)n(Cc2cccs2)c(=O)c2ncccc21)Nc1ccc(F)cc1F	62
COc1ccc(C)cc1NC(=O)N1CCN(c2ccc3nnc(C4CC4)n3n2)CC1	68
CN1C(=O)C(C)(C)COc2ccc(NS(=O)(=O)Cc3ccc(F)cc3)cc21	66
COCCNC(=O)C(=O)NCC1CCN(Cc2ccccc2)CC1	70
CC(C)(C)n1ncc2c(=O)[nH]cnc21	71
COc1ccc(CCn2c(C)c(C)n3c4c(=O)n(C(C)C(C)=O)c(=O)n(C)c4nc23)cc1OC (centres undefined)	51
COc1ccc(OCCC(=O)N/N=C\c2ccc([N+](=O)[O-])cc2)cc1	60
CN(C)CCCOc1nn(Cc2ccccc2)c2ccccc12	53
NS(=O)(=O)c1ccc(NC(=O)CC2(CC(=O)O)CCCC2)cc1	52
Cc1csc(CN2CCN(C(=O)C3CC3)CC2)n1	61
O=S(=O)(NC1CCCc2ccccc21)c1ccccc1 (centres undefined)	67
NNC(=O)Cn1cc(Cl)c(=O)c(Cl)c1	52
Cc1c(Cl)cccc1NC(=O)NCCn1ncccc1=O	64
O=C(Nc1nnc(-c2ccno2)o1)c1sc2ccccc2c1Cl	57
O=C(CC12CC3CC(CC(C3)C1)C2)NCC1CCCO1 (centres undefined)	66
CN(Cc1ccco1)S(=O)(=O)c1ccc(C(=O)Nc2ccc(Cl)cc2)cc1	77
Cc1cccc(C)c1NC(=O)Cn1nc(-c2ccccc2)c2sc(N3CCCC3)nc2c1=O	118
O=C(O)CC12CC3CC(CC(Cl)(C3)C1)C2	53
COc1ccc(C(CNC(=O)c2ccc(C)c(C)c2)N2CCN(C)CC2)cc1 (centres undefined)	58
O=C(Nc1ccccc1-c1nc2ccccc2s1)c1ccco1	76

Another view of part of the listing above.
molecule: O=C(O)CC12CC3CC(CC(Cl)(C3)C1)C2
  RMI-FANCM inh = 53

molecule: COc1ccc(C(CNC(=O)c2ccc(C)c(C)c2)N2CCN(C)CC2)cc1 (centres undefined)
  RMI-FANCM inh = 58

More compounds.
compound	RMI-FANCM inh
CN(C)S(=O)(=O)c1ccc(C(=O)NCCn2ncc3c(=O)n(Cc4ccccc4F)cnc32)cc1	67
COc1cccc(NC(=O)c2cc(-c3ccco3)nc3c2c(C)nn3C2CCS(=O)(=O)C2)c1 (centres undefined)	71
O=C(NCCS(=O)(=O)N1CCN(c2ccccc2F)CC1)c1cc2ccccc2o1	55
Cc1onc(-c2c(F)cccc2Cl)c1C(=O)N=S(C)(=O)c1ccc(Cl)cc1 (centres undefined)	61
C=CCn1c(-c2ccccc2)cs/c1=N/Nc1ccc([N+](=O)[O-])cc1	62
CCOc1ccc2ccccc2c1C(=O)N1CC(=O)Nc2ccc(F)cc2C1c1ccc(F)cc1 (centres undefined)	65
CCOC(=O)c1[nH]c2ccccc2c1NC(=O)c1c(OCC)ccc2ccccc12	85
CCOC(=O)c1cn[nH]c1S(=O)(=O)Nc1cccc(SC)c1	60
O=S(=O)(c1ccccc1)N1CCC(c2nnc(-c3ccc(F)cc3)o2)CC1	59
CCc1nnc(C2CCN(S(=O)(=O)c3ccc(Cl)cc3)CC2)s1	61
Cc1ccc2nc(NC(=O)CSc3nc4c([nH]c5ccccc54)c(=O)n3-c3ccc([N+](=O)[O-])cc3)sc2c1	45
CCOC(=O)c1sc(NC(=O)/C=C/c2cccs2)cc1C	63
Cc1cc(NC(=O)CN2CCCCC2)n(-c2ccccc2)n1	64
COc1ccc2c(CC(=O)Nc3ccc(S(N)(=O)=O)cc3)cc(=O)oc2c1	65
CCN(CC)S(=O)(=O)c1ccc(C(=O)N2CCN=C2SCc2cccnc2)cc1	61
O=C(CN1CCC2(CC1)NC(=O)N(Cc1ccccc1)C2=O)Nc1ccc2c(c1)OCO2	54
O=C(Nc1nc(-c2ccc(Cl)cc2Cl)cs1)c1ccccc1	80
Cc1ccc2cc(NC(=O)c3cccs3)ccc2n1	53
CCOc1cc(C(=O)NCC(=O)NN)cc(OCC)c1OCC	57
Nc1cc(Nc2ccc(Br)cc2)nc(N)n1	50
FC(F)(F)c1ccnc(=S)[nH]1	52
CC(C)Oc1ccc(C(=O)Nc2ccc3c(c2)N(C(=O)c2ccco2)CC3)cc1	76
Cc1ccc(N(C)C(=O)n2cnc3ccccc32)cc1	68
O=C(NCCO)C(=O)N1CCOCC1	69

Some of these compounds in order of formula weight, lowest first:
compound	RMI-FANCM inh
O=C(NCCO)C(=O)N1CCOCC1	69
Cc1ccc(N(C)C(=O)n2cnc3ccccc32)cc1	68
Cc1ccc2cc(NC(=O)c3cccs3)ccc2n1	53
CCOc1cc(C(=O)NCC(=O)NN)cc(OCC)c1OCC	57
CC(C)Oc1ccc(C(=O)Nc2ccc3c(c2)N(C(=O)c2ccco2)CC3)cc1	76
CCN(CC)S(=O)(=O)c1ccc(C(=O)N2CCN=C2SCc2cccnc2)cc1	61
O=C(CN1CCC2(CC1)NC(=O)N(Cc1ccccc1)C2=O)Nc1ccc2c(c1)OCO2	54

Additional records follow:
compound	RMI-FANCM inh
O=C(CCn1c(=O)oc2ccccc21)NCCN1CCCCC1	57
COc1cc([N+](=O)[O-])cc2sc(NC(=O)c3ccc(S(=O)(=O)N(C)C)cc3)nc12	75
COc1ccc(NS(=O)(=O)c2c(C)cc(C)cc2C)cc1N1CCCC1=O	54
CCOC(=O)c1cn[nH]c1S(=O)(=O)N(CC)c1cccc(C)c1	62
Cc1cc(CSC(=N)N)c(C)cc1CSC(=N)N	70
C=CCc1cc(OC)ccc1OCC(O)CN1CCN(c2ccc(OC)cc2)CC1 (centres undefined)	57
O=C1C=CC(=O)N1Cc1ccc2c(c1)OCO2	59
CC(Oc1ccccc1F)C(=O)NCCOc1cccc(C(F)(F)F)c1 (centres undefined)	62
Cc1ccc2nc(NC(=O)CSc3ccc(-c4sc(-c5cccnc5)nc4C)nn3)sc2c1	71
COC(=O)c1ccc(C(=O)Nc2nc(-c3ccc(C)cc3C)cs2)cc1	74

This is a subset; the hit share may differ from the screen's.
